KDM5B inhibitor – Primary screen for KDM5B Histone Demethylases FDH-coupled qHTS; KDM5B demethylase, FDH-coupled NADH fluorescence (FDH is formaldehyde dehydrogenase); Potency, µM (top dose mostly 57.7 µM), without a hit: top-dose activity change, negative = inhibition, hits mostly inhibitors; actives 2.6% (n = 220,000); active = well fitted inhibition curve with a large enough effect; inconclusive = small, poorly fitted or top-dose-only effect; inactive = no such curve, though single readings can be large or run the other way; note: 0% is about no effect; nearly all actives have a fitted effect of over 70% in size
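Inhibition is measured as reduced NADH fluorescence generation from FDH coupling to formaldehyde release. Truncated KDM5BΔAP at 200 nM final acts on H3K4me3 peptide (12.5 µM in substrate mix) in pH 7.5 HEPES buffer with Tween-20, 30 min, room temperature.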
* marks the source's active call; other numbers are inactive results; u = inconclusive; [ ] = remark or other dose. Potency is the fitted concentration of half-maximal effect.

mol | KDM5B inhibitor
COc1ccc(NC(=O)Cn2c(C)cc3nc4n(c(=O)c32)CCCCC4)cc1OC | -4.2%
O=C(NC1CCN(c2nc3ncccc3o2)CC1)c1ccc(F)cc1 | 35.5µM*
Cc1ccc(C)c(N2CCN(CCCNC(=O)Cn3ncc4c([nH]c5ccccc54)c3=O)CC2)c1 | -13.5%
CC(NC(=O)CCC1CCCC1)C1CCCO1 (stereo not drawn) | 11.9%
Cc1cc(C)c(C)c(S(=O)(=O)N2CCN(C(=O)CCc3c(C)nn(C)c3C)CC2)c1C | 13.1%
O=C(Nc1cccc(F)c1)N1CCC(OCCOc2cccnc2)CC1 | -0.3%
CCn1c(CN2CCC(C)CC2)nc2cc(NC(=O)COc3ccc(Cl)c(C)c3)ccc21 | -25.6%
Cc1cc(Br)ccc1-c1ccc(C=O)o1 | 47.4%[activator]
Cc1[nH]c2ccccc2c1C(=O)COC(=O)c1cc2ccccc2[nH]1 | 6.8%
COc1ccc(Nc2nc(N)nc(N)c2S(=O)(=O)c2ccccc2)cc1 | u
COC(=O)c1sccc1NC(=O)COc1cccc(C)c1 | -30.7%
O=C(NCc1coc(-c2cccs2)n1)c1ccccc1Br | u
O=C([C@@H]1C[C@H](Oc2ccccc2)CN1C(=O)Cc1c[nH]c2ccccc12)N1CCOCC1 | 14.2%
CCOC(=O)COc1ccccc1/C=C(/C#N)c1nc2ccc(C)cc2[nH]1 | -12.4%
CCc1ccc(Nc2nc(-c3cc4cccc(OC)c4oc3=O)c(CC)s2)cc1 | u
Cc1ccc(C(=O)NCCc2c[nH]c3ccccc23)cc1C | 15.5%
COCCOC1CCOC2(CCN(C(=O)Cc3c(C)noc3C)CC2)C1 (stereo not drawn) | 1.9%
CCC(CO)(CO)NC(=O)c1nc(-c2ccc3cc[nH]c3c2)no1 | 5.7%
O=C(NCCc1ccccc1)C1CCN(C(=O)[C@H]2CCC[C@H](O)C2)CC1 | 4.7%
COc1ccc(F)cc1C(C(=O)O)N1CCCN(c2ncccn2)CC1 (stereo not drawn) | u
Cc1ccccc1C(=O)Nc1ccc2c(c1)CCCN2C(=O)c1cccs1 | -12.5%
COc1cc(C2c3c(n[nH]c3C)C(=O)N2c2ccc(Br)cc2)ccc1O (stereo not drawn) | 9.8%
COc1ccc2cc(C(=O)N3CCC4(CC3)CC(O)CCO4)[nH]c2c1 (stereo not drawn) | u
Cc1nc(-c2ccc(OC3CCN(C(=O)NCC(C)C)C3)cc2)no1 (stereo not drawn) | -8.6%
Cc1cc(C)n(-c2ccc(NC(=O)C3CCN(Cc4cc(C)c(C)o4)CC3)cc2)n1 | -4.1%
CC(NCC(C#N)CCC#N)c1ccccn1 (stereo not drawn) | 20.1%
Cn1cc(-c2cc(C(F)F)c3c(C4CC4)nn(CC(=O)O)c3n2)cn1 | -23.3%
O=C(O)c1ccc2c(c1Nc1ccccc1)C(=O)c1ccccc1C2=O | 3.3%
CN(C(=O)COc1ccc(S(=O)(=O)N2CCOCC2)cc1[N+](=O)[O-])C1CCS(=O)(=O)C1 (stereo not drawn) | -1.7%
CCCN(CC1CC1)c1oc(-c2ccc(F)cc2)nc1C#N | u

An excerpt of these results, with each value named:
> Cc1nc(-c2ccc(OC3CCN(C(=O)NCC(C)C)C3)cc2)no1 (stereo not drawn)
- KDM5B inhibitor: -8.6%

> Cc1cc(C)n(-c2ccc(NC(=O)C3CCN(Cc4cc(C)c(C)o4)CC3)cc2)n1
- KDM5B inhibitor: -4.1%

> CC(NCC(C#N)CCC#N)c1ccccn1 (stereo not drawn)
- KDM5B inhibitor: 20.1%

Remaining list, next part.
mol | KDM5B inhibitor
CCn1nnc2cc(C(=O)Nc3cccc(C)c3C)ccc21 | -23.7%
CN(Cc1ccc2ccccc2c1)C(=O)CNC(=O)c1ccc(Cl)cc1Cl | 7.1%
CCOC(=O)N(C)CC(=O)NC1CCCCC1 | 13.7%
O=C(NCCCO)c1nc(Cc2c[nH]c3ccccc23)no1 | -13.1%
Cc1ccc(F)c(OC2(C(=O)O)CCN(c3cnc4ccccc4n3)CC2)c1 | 20µM*
O=C(O)CC1=C(Nc2ccccc2)C(=O)N(c2ccccc2)C1c1ccc(Cl)cc1 (stereo not drawn) | -3.4%
COc1ccc(-c2c(C)nn3c(NC4CCCC4)cc(C)nc23)cc1OC | 12.0%
CCCNC(=O)c1ccc2c(c1)sc1nc(-c3ccc(C)cc3)cn12 | u
O=C(c1ccc(F)cc1Cl)N1Cc2cnn(Cc3ccc(F)cc3)c2C1 | u
COC(=O)c1ccccc1NC(=O)c1c(C)oc2ncn(C)c(=O)c12 | -42.0%
CCOc1ccccc1NC(=O)CCCNC(=O)c1ccc(Cl)cc1 | 29.1%
CC(C)C(NC(=O)c1c(F)cccc1F)C(=O)OCN1C(=O)c2ccccc2C1=O (stereo not drawn) | 24.3%
Cc1sc2ncn(CC(=O)Nc3ccc(F)cc3F)c(=O)c2c1S(=O)(=O)N1CCC(C)CC1 | -15.9%
CN(Cc1cccnc1)C(=O)CCC1CCN(S(=O)(=O)c2ccccc2)CC1 | 5.2%
C=CCN(c1ccccc1C(=O)NCC(=O)O)S(=O)(=O)c1ccccc1C | 20.5%
Cc1cccc(C(=O)Nc2nc3nc(-c4ccccc4)cc(=O)n3[nH]2)c1 | -22.6%
COc1ccccc1OCCNC(=O)CCc1cc2cc(C)ccc2[nH]c1=O | u
Nc1ncccc1CN1CCc2ncc(C(=O)NCCOc3ccccc3)n2CC1 | -7.2%[86.2 µM]
COc1ccc(NC(=O)CN(C)C(=O)c2nn(C)c(=O)c3ccccc23)cc1 | -6.9%
Cc1ccc(-n2cnnc2SCC(=O)Nc2nc3c(C)cccc3s2)cc1 | 5.3%
COc1ccc(C(=O)N2CCCC3(C2)C(=NC2CCCC2)NC(=O)N3c2cc(F)cc(F)c2)cc1 (stereo not drawn) | 4.1%[115 µM]
COC(=O)[C@H](CC(C)C)N(Cc1cn(Cc2ccccc2)nn1)S(=O)(=O)c1ccc(F)cc1Br | -3.4%
COc1cc(C2C(C(=O)Nc3ccc(C)cc3C)=C(C)Nc3nc4ccccc4n32)cc(OC)c1OC (stereo not drawn) | -18.9%
O=S(=O)(c1ccccc1C(F)(F)F)N1CCC(C2CCNC2)CC1 (stereo not drawn) | 16.0%
CC(C)NC(=O)CSc1nnc(-c2cccnc2)o1 | 5.1%
COCCNC(=O)c1cc(-c2ccc(C)cc2)nc2ccccc12 | u
CN(C)S(=O)(=O)c1cccc(C(=O)OCC(=O)Nc2cc(C(F)(F)F)cc(C(F)(F)F)c2)c1 | 14.7%
CCC(C)N(CC(=O)Nc1cccc(C)c1C)C(=O)CN1CCCC(C(F)(F)F)C1 (stereo not drawn) | 8.8%
COc1ccc(OC)c(NC(=O)CSc2cn(CC(=O)N3CCOCC3)c3ccccc23)c1 | 1.3%
COCCC(=O)N[C@H]1CC[C@]2(C)CCC([C@H](C)C(=O)NCc3cc(F)cc(F)c3)[C@H](O)[C@H]2[C@@H]1C (stereo partly drawn) | 9.2%
CC(C)CCN1CCC(N2CCN(Cc3cccnc3)CC2)C1=O (stereo not drawn) | -0.2%
Cc1nc(-c2ccccc2)nn1-c1ccc([N+](=O)[O-])cc1 | 13.5%
CC(=O)Nc1cn(-c2ccc(C(=O)Nc3ccccc3)cc2)cn1 | -8.5%
CCn1ccnc1CN1CCCC(CCc2ccc(OC)cc2)C1 (stereo not drawn) | 24.2%
Cc1cc(C[C@@H]2COC[C@@H]2NC(=O)c2cccc(-n3nc(C)cc3C)c2)on1 | -7.7%
O=C1CCCC2=C1C(c1ccc(Cl)c(Cl)c1)n1nnnc1N2 (stereo not drawn) | -0.2%
COc1ccccc1-n1cc(C(=O)N(C)Cc2noc3c2CCCC3)cn1 | 6.3%
CN(CC(=O)Nc1cccc(F)c1)C(=O)c1nn(Cc2ccccc2)c(=O)c2ccccc12 | 12.9%
COc1ccc(OC)c(NC(=O)Cc2c(C)c3c(O)cc(C)cc3oc2=O)c1 | u
CCOc1ccc(CNC(=O)CN2C(=O)CCn3nc(-c4cn(C)c5ccccc45)cc32)cc1OC | u
CC(=O)/C(=N/Nc1ccc(Br)cc1)N1CCCc2ccccc21 | -4.4%
COc1cccc(CNC(=O)c2cc3c(=O)n(Cc4cccnc4)ccc3nc2C)c1 | u
CC(O)CNS(=O)(=O)c1cccc(C(=O)O)c1 (stereo not drawn) | 1.4%
Cc1ccc2c(CN3CCC(C)CC3)cc(=O)oc2c1C | -3.8%
Cc1nnc([C@@H]2CC(F)(F)CN2C(=O)c2ccoc2)o1 | 0.6%
CCc1cccc2c(C(CC(=O)N3CCCC3)c3cccc([N+](=O)[O-])c3)c[nH]c12 (stereo not drawn) | -30.5%
Cc1ccc(/C=N/NC(=O)Cc2cccc3ccccc23)s1 | -20.3%
O=C(Cc1cccs1)Nc1ccc2c(N3CCCCC3)ncnc2c1 | 4.4%
C#CCNC(=O)N1CCN(c2ccc(F)cc2)CC1 | 24.0%
C1CNC(CN2CCOCC2)C1 (stereo not drawn) | -11.8%

Carrying on.
mol | KDM5B inhibitor
COc1ccc(CCNc2ncnc3c2cnn3-c2ccc(F)cc2)cc1 | u
O=C(CSc1n[nH]c(-c2cc(Br)ccc2O)n1)N1CCCC1 | u
COc1ccc(S(=O)(=O)N2CCC3(CCC(=O)N(CC4CC4)CC3)CC2)cc1 | -9.1%
COc1cccc(C(=O)NC(c2ccc(Cl)cc2)c2cc(Cl)c3cccnc3c2O)c1 (stereo not drawn) | u
O=C(NNC(=O)C1CCCCC1)c1cc(F)cc(F)c1 | 22.6%
COc1ccc(NC(=S)N2CCN(S(C)(=O)=O)CC2)cc1OC | 34.2%
Cc1c(C(=O)N(Cc2ccc(N(C)C)cc2)CC2CCCO2)oc2ccccc12 (stereo not drawn) | -20.1%
Cc1noc2ncnc(N3CCCC(C(=O)Nc4cc(F)ccc4F)C3)c12 (stereo not drawn) | 1.6%
O=S(=O)(Nc1ccc2c(c1)CCC2)c1ccccc1Cl | 11.9%
COc1ccc(Cn2c(SCc3ccc(C(=O)NC4CCCCC4)cc3)nc3cccnc32)cc1 | u

Some of the entries above, reformatted.
KDM5B inhibitor,smiles
u,COc1ccc2cc(C(=O)N3CCC4(CC3)CC(O)CCO4)[nH]c2c1 (stereo not drawn)
-8.6%,Cc1nc(-c2ccc(OC3CCN(C(=O)NCC(C)C)C3)cc2)no1 (stereo not drawn)
-4.1%,Cc1cc(C)n(-c2ccc(NC(=O)C3CCN(Cc4cc(C)c(C)o4)CC3)cc2)n1
20.1%,CC(NCC(C#N)CCC#N)c1ccccn1 (stereo not drawn)

The listing continues.
mol | KDM5B inhibitor
S=c1[nH]c(-c2ccccc2)c(-c2ccccc2)[nH]1 | u
COc1cccc(Nc2nc3ccccc3nc2-n2nc(C)cc2C)c1 | 9.7%
S=C(N/N=C1/CC2CC=CC12)NC1CCCCC1 (stereo not drawn) | 24.1%
COc1ccccc1CNC(=O)C1CCCN(C(=O)c2cccnc2)CCC(=O)NCC1 (stereo not drawn) | -26.3%
N#CC1(NC(=O)CNc2cccc(Cl)c2F)CCCC1 | 12.4%
Cc1cccc(NC(=S)Nc2ccc(S(=O)(=O)Nc3ccccc3)cc2)c1 | -4.9%
COCCCNC(=O)C(NC(=O)c1ccc(C)cc1)C1CCN(C(=O)c2cccs2)CC1 (stereo not drawn) | -16.9%
COc1cc(/C=C(\C#N)c2nc3ccc(C)cc3[nH]2)ccc1OCc1ccc(C)cc1 | -14.1%
COC(=O)c1ccccc1NC(=O)Cn1ccn2nc(-c3ccc(F)cc3)c(CO)c2c1=O | u
CCOc1sc2nc(C)n(CC(=O)Nc3cccc(C)c3)c(=O)c2c1C | -1.6%
Cc1cc2cc(-c3c(C)noc3C)nc(NCc3ccccc3)c2o1 | 50.3%[activator][86.2 µM]
O=c1c2ccccc2cnn1Cc1nc(-c2ccc3nc[nH]c3c2)no1 | 28.6%
CC(Sc1nc(C(F)(F)F)nc2ccccc12)C(=O)N(C)c1ccccc1 (stereo not drawn) | -24.2%
COc1ccc(NC(=O)c2sc3nc[nH]c(=O)c3c2C)cc1Cl | u
COCCNC(=O)C12CC3CC(CC(Cl)(C3)C1)C2 | -2.1%
COc1ccc(-c2nc3cc(NC(=O)c4ccc(C)c([N+](=O)[O-])c4)ccc3o2)cc1OC | 17.1%
CCCS(=O)(=O)NCC(=O)N1CCCCCCNC(=O)CC1c1ccccc1 (stereo not drawn) | -18.7%
COc1c(C)cnc(Cn2ccn3nc(-c4ccc(F)cc4)c(CO)c3c2=O)c1C | -26.5%
CC(C(=O)NC1CCCCC1)N(C)CC(=O)Nc1ccc(Cl)c(C(F)(F)F)c1 (stereo not drawn) | -7.8%
COCc1ccc2c(c1)c(OC(C)(C)C(=O)NCCCN1CCCC1=O)nn2Cc1cccnc1 | -16.8%
COc1ccc(CN(C)C(=O)c2nn(C)c(=O)c3ccccc23)cc1F | -16.1%
COc1ccc(OCc2nc(C#N)c(N3CCN(C)CC3)o2)cc1 | -2.8%
COc1ccc(NC(=O)CNC(=O)Cn2ccc3ccccc3c2=O)cc1OC | 8.0%
CC(OC(=O)c1ccccc1NS(=O)(=O)c1ccc(F)cc1)C(=O)N1CCCc2ccccc21 (stereo not drawn) | 14.3%
CCC1CN(S(=O)(=O)c2cc(-c3cc(C)no3)ccc2OC)c2cc(C)ccc2O1 (stereo not drawn) | u
Cc1nn(C(=O)c2ccc([N+](=O)[O-])cc2)c(C)c1Br | 29.5%

Not all compounds are listed; count on the stated rates, not on these rows.
